Screening results deposited in PubChem BioAssay by several laboratories.
CendR NRP1 mod: modulators of CendR peptide binding to human neuropilin-1. O14786. FAM-RPARPAR peptide binding to NRP-1, fluorescence polarization. inhibition, % at 25 µM. hit rate 0.85% among 360,000;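 active = inhibition or corrected inhibition above about 18%, plus a signal ratio from 0.5 to 1.5, limit read from the data, passing the limit was not always enough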; also: strong numbers were not always called active
Scp1 inh: inhibitors of human Scp-1 phosphatase; hit rate 0.88% among 340,000; Recombinant Scp1, phosphopeptide, malachite green phosphate absorbance; AID 493091; inhibition, % at 20 µM;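 active = inhibition above about 50% at 20 µM, limit read from the data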;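 also: plate controls were DMSO wells with enzyme for no effect and wells lacking enzyme for full effect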
Target sequence (Q9GZU7 76-261 limits assumed): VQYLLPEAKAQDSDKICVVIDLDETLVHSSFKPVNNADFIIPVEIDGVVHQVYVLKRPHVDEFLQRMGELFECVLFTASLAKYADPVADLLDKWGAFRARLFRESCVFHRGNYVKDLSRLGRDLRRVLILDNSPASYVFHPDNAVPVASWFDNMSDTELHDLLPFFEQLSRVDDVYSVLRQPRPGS
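Times: enzyme reaction 45 min at room temperature, colour 5 min, stabilisation 30 min. Material: SCP-1 catalytic fragment, aa 76-261. Medium: Acidic Tris acetate buffer with magnesium and detergent. Signal: colorimetric free-phosphate detection, absorbance 630 nm. Read-out basis: % inhibition of SCP-1 phosphate liberation. Reagent: Phosphorylated 17-residue peptide substrate.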
Neddyl block: blocks human cullin neddylation. P61081+Q13564. TR-FRET cullin neddylation, biochemical. calls only at 25 µM. hit rate 0.58% among 360,000; in the data active = inhibition above about 36%
Target sequence (P61081 whole entry, looked up): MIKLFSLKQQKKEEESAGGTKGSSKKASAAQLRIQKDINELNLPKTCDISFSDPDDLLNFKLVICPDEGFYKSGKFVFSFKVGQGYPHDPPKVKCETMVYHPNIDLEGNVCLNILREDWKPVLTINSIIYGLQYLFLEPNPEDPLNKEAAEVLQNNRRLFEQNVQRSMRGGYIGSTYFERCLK
Target sequence (Q13564 whole entry, looked up): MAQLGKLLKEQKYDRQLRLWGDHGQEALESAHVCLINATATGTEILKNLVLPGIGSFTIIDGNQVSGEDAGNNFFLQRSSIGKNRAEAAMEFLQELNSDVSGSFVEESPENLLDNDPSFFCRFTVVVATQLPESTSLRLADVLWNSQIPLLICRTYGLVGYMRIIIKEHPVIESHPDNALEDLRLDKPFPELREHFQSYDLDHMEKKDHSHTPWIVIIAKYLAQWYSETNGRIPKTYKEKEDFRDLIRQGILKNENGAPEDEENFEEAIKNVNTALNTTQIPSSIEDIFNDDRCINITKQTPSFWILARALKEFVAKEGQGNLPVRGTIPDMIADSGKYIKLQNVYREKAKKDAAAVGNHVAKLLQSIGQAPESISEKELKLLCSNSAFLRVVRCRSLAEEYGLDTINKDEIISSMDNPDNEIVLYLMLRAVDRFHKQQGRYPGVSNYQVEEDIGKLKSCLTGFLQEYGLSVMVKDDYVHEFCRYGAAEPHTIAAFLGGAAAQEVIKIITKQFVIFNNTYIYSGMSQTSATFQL
SUMO1-SIM PPI: SUMO1-SIM interaction modulation; inhibition, % at 20 µM; SUMO1 binding to a labelled peptide, TR-FRET, 1 h; hit rate 0.33% among 360,000; AID 602429; in the data active = inhibition above about 37%
Target sequence (P63165 whole entry, looked up): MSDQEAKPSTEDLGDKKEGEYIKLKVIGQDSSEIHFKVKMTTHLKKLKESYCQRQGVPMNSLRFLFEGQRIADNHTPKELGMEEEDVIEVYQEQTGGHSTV
DNMT1 block: DNMT1 (human) enzyme inhibition; inhibition (reported as % activation of signal), % at 10 µM; DNMT1 molecular beacon, Hinp1I cleavage, fluorescence; hit rate 0.83% among 360,000; P26358; AID 588458; in the data active = inhibition above about 50%
Tb MetRS inh: Trypanosoma brucei MetRS inhibition; purified T. brucei MetRS, ATP depletion, Kinase-Glo luminescence; inhibition, % at 11.9 µM; hit rate 0.4% among 360,000; AID 624268;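 active = inhibition above a per-plate cutoff of the control wells' mean inhibition plus 3 SD, cut at about 5.5% in these data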;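 also: 0% = DMSO wells median and 100% = median of wells with control inhibitor compound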
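Test system – parasite MetRS enzyme · Reagent – substrates ATP, L-methionine and bulk Escherichia coli tRNA · Doses – 11.9 µM compound single dose, 0.9% DMSO · Times – 15 min enzyme-compound preincubation, 2 h reaction, 10 min detection, 25 °C · Signal – Kinase-Glo luminescence, ATP depletion format · Controls – DMSO-only wells as low control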
SKN-1 block: C. elegans SKN-1 inhibition. inhibition, % at 21.8 µM. hit rate 0.49% among 360,000. C. elegans VP596 Pgst-4::GFP/RFP ratio, acrylamide-induced, 24 h;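 active = interference check ratio from 0.5 to 1.5 plus GFP to RFP signal ratio inhibition reaching or exceeding a fixed threshold, cut at about 30% in these data, passing the limit was not always enough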; also: some compounds called inactive have numbers as strong as hits
NadD inh: inhibitors of Staphylococcus aureus NadD; purified NadD enzyme, colorimetric absorbance read-out; inhibition, % at 20 µM; hit rate 0.78% among 360,000; in the data active = inhibition above about 26%; also: some compounds past the cut are filed as inactive
STEP inh: blocks human striatal-enriched tyrosine phosphatase. P54829. recombinant STEP, OMFP fluorogenic substrate, fluorescence. inhibition, % at 20 µM. hit rate 0.25% among 360,000. AID 588621;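 active = inhibition at 20 µM, scaled per plate between control wells, above about 37%, limit read from the data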;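 also: 0% = DMSO with enzyme and substrate and 100% = substrate only without enzyme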
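material = STEP tyrosine phosphatase | reagent = fluorogenic phosphatase substrate OMFP at 25 µM final | doses = single compound dose of 20 µM, 1% DMSO final | schedule = 20 min reaction, room temperature, in the dark | measured by = fluorescence, 480/540 nm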
LMPTP inh: blocks human LMPTP phosphatase; hit rate 0.22% among 360,000; P24666; inhibition, % at 20 µM; recombinant LMPTP-A, OMFP fluorogenic substrate, fluorescence intensity;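 active = compounds that cut the enzyme signal by at least half of the control window in the single-dose screen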;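 also: plate controls were DMSO wells with enzyme plus substrate for no effect and substrate without enzyme for full effect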
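Test system – LMPTP-A enzyme · Amount – LMPTP-A at 0.625 nM final in the reaction · Buffer or medium – Bis-Tris pH 6.0, DTT, detergent · Reagent – OMFP 400 µM · Doses – single 20 µM dose · Schedule – reaction 50 min, room temperature, dark · Detection – fluorescence intensity of OMFP turnover product · Evaluation – percent inhibition versus substrate-only and uninhibited controls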
* = called active by the depositor; i = inactive; · = not tested or not shown; + = active, no number.

SMILES	CendR NRP1 mod	Scp1 inh	Neddyl block	SUMO1-SIM PPI	DNMT1 block	Tb MetRS inh	SKN-1 block	NadD inh	STEP inh	LMPTP inh
CN(Cc1ccccc1)C(=O)c1cccc(NC(=O)Cc2ccc(NC(=O)C3CCN(S(=O)(=O)c4cccc([N+](=O)[O-])c4)CC3)cc2)c1	-8.0	-16.7	i	-4.7	-3.5	-0.9	4.1	20.1	0.7	0.3
CCN(CC)CCCNC(=O)Cn1cnc2sc(C)c(S(=O)(=O)N3CCN(c4ncccn4)CC3)c2c1=O	-0.1	-3.1	i	2.0	4.8	0.8	9.6	-3.6	2.6	0.4
O=C(CNC(=O)c1ccccc1)NCc1nc2ccccc2[nH]1	-0.7	-2.8	i	-3.0	1.2	0.7	18.2	-2.3	0.1	-0.8
Cn1cnnc1SCC(=O)Nc1ccc(Oc2ccccc2)cc1	5.5	-1.8	i	-4.3	1.0	0.1	4.5	-4.6	-1.2	-0.9
COc1ccc(OC)c(-c2cc(C(=O)N/N=C/c3ccc(F)cc3)c3ccccc3n2)c1	9.2	23.0	+	-1.0	-5.7	0.5	-1.5	8.9	2.0	5.5
CN(C)c1ccc(/C=C2\CCC/C(=C\c3ccccc3)C2=O)cc1	-204.8	-4.9	i	-21.5	11.1	-0.3	24.4	1.1	-20.8	3.8
O=C(Nc1c(F)cccc1F)c1ccc(-n2cncn2)nc1	-3.3	-1.6	i	2.6	-1.7	0.2	-7.8	-2.1	-3.5	0.1
COc1ccccc1CCC(=O)Nc1ccc(OC)c(S(=O)(=O)N2CCCCC2)c1	2.1	-3.4	i	6.0	-4.4	0.8	7.5	-0.6	-1.1	0.0
C=C(c1ccccc1)c1ccccc1N	9.0	-3.0	i	0.4	0.1	0.0	-9.1	-5.1	-3.0	0.1
COc1ccc2nc(NC(=O)c3ccccc3F)sc2c1	0.5	-0.6	·	1.1	-4.6	-2.5	6.2	0.2	-0.6	0.6
CCCCn1c(N)c(N(CCOC)C(=O)CCNC(=O)c2ccc(Br)cc2)c(=O)[nH]c1=O	7.9	-4.9	i	-7.4	-0.5	-0.1	2.4	5.3	0.5	-0.8
O=C1CC(NNc2ccccc2)C(=O)N1c1ccc(N2CCCCC2)cc1 (centres undefined)	-17.9	-8.3	i	-19.7	-5.3	-0.3	0.9	9.0	1.3	1.8
c1ccc2[nH]c(-c3ccncc3)nc2c1	7.6	-8.3	·	0.4	-4.9	1.3	3.7	3.0	2.2	-0.9
COc1ccc(C2/C(=C(\O)c3ccc4c(c3)OCCO4)C(=O)C(=O)N2CCCn2ccnc2)cc1 (centres undefined)	12.2	-2.5	i	-10.2	-4.6	0.7	-6.9	6.6	1.0	3.5
CCCCN1C(=O)C(O)(CC(=O)c2c(C)coc2C)c2ccccc21 (centres undefined)	-8.8	-2.8	i	-5.5	1.1	-0.9	6.2	3.3	-2.6	-1.8
CSc1nc2ccc(Br)cc2[nH]1	-14.9	-4.7	i	1.2	2.4	0.0	16.6	-8.3	-3.5	-0.2
O=C(O)c1cccc(-c2ccc3c(c2)OCO3)c1	-19.2	-3.7	i	9.2	-1.2	-0.1	18.1	-3.2	-0.2	-1.2
Cc1ccc(-n2nc3c(=O)n(CC(=O)NCc4ccc(C)o4)nc(C)c3c2C)cc1	11.9	5.8	i	1.6	4.3	0.1	6.3	2.9	-2.4	-0.1
CCn1cc(C(=O)NCC2CCCO2)c(=O)c2cc(S(=O)(=O)N3CCCCC3)ccc21 (centres undefined)	2.3	-4.3	i	-0.6	2.4	-0.2	12.1	8.8	0.4	-1.0
Cc1ccc(CC(=O)Nc2nc3c(s2)CCCC3)cc1	-7.4	-4.8	i	-1.5	0.0	-0.5	-1.1	-4.6	-0.7	1.2
COc1ccccc1NC(=O)CCSc1nnc(-c2ccc(O)cc2)o1	-2.0	-7.3	i	3.3	0.7	-0.3	-5.9	-2.7	1.1	1.0
CCCCSc1nnc(-c2ccc(NC(=O)CC)cc2)n1C	-4.9	-4.0	i	-1.2	-0.4	0.1	-9.0	0.2	-6.9	-1.2
CCCS(=O)(=O)NC(=O)C1(C)CCCN(C(=O)c2cc(-c3ccccc3)cs2)C1 (centres undefined)	3.2	·	i	2.1	3.8	-0.2	10.9	-2.2	0.3	-1.3
Cc1ccc(C(=O)Nc2ccc(OCc3ccccc3)cc2)s1	5.1	10.3	i	4.4	1.8	-1.2	0.4	7.3	-1.4	-1.0
COc1ccc(S(=O)(=O)N2CCCCC2)cc1NC(=O)c1ccc(CS(C)(=O)=O)cc1	4.7	1.5	i	-0.4	-1.8	-0.4	-7.7	-2.6	-3.0	-0.4
CCOc1cc(C(=S)N2CCCC2)ccc1OC(=O)Cc1ccc(F)cc1	8.9	-8.6	i	2.9	-5.1	-0.6	-1.7	-8.1	5.8	0.9
CCOC(=O)/C(=N\Nc1ccccc1)S(=O)(=O)c1ccccc1	-7.2	-12.9	i	-7.6	-0.4	-0.5	-22.6	1.9	-4.1	-1.4
CC(C)C[C@H](NC(=O)c1[nH]cnc1C(=O)N[C@@H](Cc1ccccc1)C(=O)OC(C)(C)C)C(=O)OC(C)(C)C	-16.3	-10.3	i	-1.0	-23.1	0.2	23.0	8.9	0.4	4.1
Cc1ccc([C@@H]2[C@@H]3C(=O)N(C)C(=O)[C@@H]3[C@]3(C)C(=O)N(CC4CC4)CC(=O)N23)o1	-1.7	7.1	i	3.7	1.2	-0.1	-2.5	-1.3	-3.7	-1.5
Cc1csc(NC(=O)c2ccc3c(c2)OCO3)n1	-9.3	-0.8	i	1.9	2.0	-0.6	1.7	-3.1	1.1	-0.2
COc1cccc(C(O)CC(N)=O)c1 (centres undefined)	8.4	4.5	i	1.2	3.6	-1.0	2.6	4.0	-2.6	-2.2
Cc1ccc(C2=NN(C(=O)CNCCO)C(c3cccs3)C2)cc1 (centres undefined)	-0.9	-11.0	i	3.1	-2.7	-0.8	6.8	-6.8	-2.2	0.7
CCOc1ccc(C(=O)C(C)OC(=O)Cn2cnc3c2c(=O)n(C)c(=O)n3C)cc1 (centres undefined)	-4.4	-1.2	i	4.5	-0.1	-0.1	-15.1	3.4	0.8	0.4
O=C(NC(=S)Nc1cc(S(=O)(=O)N2CCOCC2)ccc1O)c1ccco1	-4.2	-11.6	i	6.4	-0.9	-1.4	-1.8	-3.7	1.8	-0.6
Cc1nc(C)c(-c2csc(Nc3ccc(O)c(C(=O)O)c3)n2)s1	-12.7	-7.3	i	10.1	-5.9	0.4	-0.3	-0.6	2.9	0.0
CCCC(C)NC(=O)COC(=O)c1ccc2c(c1)C(=O)N(Cc1ccco1)C2=O (centres undefined)	-1.1	-7.5	i	-27.4	0.2	-0.8	22.0	-0.2	1.6	1.3
CC(=O)Nc1nonc1-c1nc2ccccc2n1C	0.8	-7.3	i	0.0	-1.2	-0.5	12.3	-5.7	-1.5	0.0
O=C1CNC(=O)/C(=C\c2ccccc2)N1	7.9	-13.5	i	-8.1	2.8	-0.5	-17.4	-4.5	1.2	2.1
COc1ccc(C(=O)NNC(=O)Cc2ccc(-c3ccccc3)cc2)cc1OC	-6.6	-2.2	i	-1.9	-5.9	-0.3	10.2	0.0	-4.2	0.6
CCOc1ccc(OCC)c(NC(=O)c2nnn(CC(=O)Nc3cc(C)cc(C)c3)c2N)c1	-4.3	-5.2	·	4.9	26.4	0.2	13.9	9.2	9.5	1.2

Part of the list above, bar-delimited:
compound | CendR NRP1 mod | Scp1 inh | Neddyl block | SUMO1-SIM PPI | DNMT1 block | Tb MetRS inh | SKN-1 block | NadD inh | STEP inh | LMPTP inh
CCCS(=O)(=O)NC(=O)C1(C)CCCN(C(=O)c2cc(-c3ccccc3)cs2)C1 (centres undefined) | 3.2 | · | i | 2.1 | 3.8 | -0.2 | 10.9 | -2.2 | 0.3 | -1.3
Cc1ccc(C(=O)Nc2ccc(OCc3ccccc3)cc2)s1 | 5.1 | 10.3 | i | 4.4 | 1.8 | -1.2 | 0.4 | 7.3 | -1.4 | -1.0
COc1ccc(S(=O)(=O)N2CCCCC2)cc1NC(=O)c1ccc(CS(C)(=O)=O)cc1 | 4.7 | 1.5 | i | -0.4 | -1.8 | -0.4 | -7.7 | -2.6 | -3.0 | -0.4
CCOc1cc(C(=S)N2CCCC2)ccc1OC(=O)Cc1ccc(F)cc1 | 8.9 | -8.6 | i | 2.9 | -5.1 | -0.6 | -1.7 | -8.1 | 5.8 | 0.9
CCOC(=O)/C(=N\Nc1ccccc1)S(=O)(=O)c1ccccc1 | -7.2 | -12.9 | i | -7.6 | -0.4 | -0.5 | -22.6 | 1.9 | -4.1 | -1.4
CC(C)C[C@H](NC(=O)c1[nH]cnc1C(=O)N[C@@H](Cc1ccccc1)C(=O)OC(C)(C)C)C(=O)OC(C)(C)C | -16.3 | -10.3 | i | -1.0 | -23.1 | 0.2 | 23.0 | 8.9 | 0.4 | 4.1
Cc1ccc([C@@H]2[C@@H]3C(=O)N(C)C(=O)[C@@H]3[C@]3(C)C(=O)N(CC4CC4)CC(=O)N23)o1 | -1.7 | 7.1 | i | 3.7 | 1.2 | -0.1 | -2.5 | -1.3 | -3.7 | -1.5
Cc1csc(NC(=O)c2ccc3c(c2)OCO3)n1 | -9.3 | -0.8 | i | 1.9 | 2.0 | -0.6 | 1.7 | -3.1 | 1.1 | -0.2

Going on with the list:
SMILES	CendR NRP1 mod	Scp1 inh	Neddyl block	SUMO1-SIM PPI	DNMT1 block	Tb MetRS inh	SKN-1 block	NadD inh	STEP inh	LMPTP inh
CCN1CCN(C(=O)c2ccc(OC3CCN(CCc4ccccc4)CC3)cc2)[C@@H](C)C1=O	12.2	-4.8	i	2.2	1.8	0.1	-3.6	-1.4	0.2	-0.7
CCN(c1ccccc1)S(=O)(=O)c1cccc(C(=O)OCC(=O)Nc2ccc(NC(C)=O)cc2)c1	3.3	-3.9	i	2.0	-1.0	-0.3	-23.4	-5.6	-1.0	1.2
CC(=O)N1c2ccc(S(=O)(=O)NCCC(=O)NC3CCCC(C)C3C)cc2CC1C (centres undefined)	13.9	-2.2	i	7.3	2.1	-0.9	-9.6	8.8	-2.4	0.3
Cc1c(N2C(=O)C3C4C=CC(C4)C3C2=O)c(=O)n(-c2ccccc2)n1C (centres undefined)	-4.2	18.7	i	-0.4	9.1	-1.1	1.3	-0.6	3.1	-1.0
CCC(=O)c1ccc(OCC(=O)OCC(=O)N2CCc3ccccc3C2)cc1	6.8	-9.0	i	5.5	-4.1	-0.5	3.4	-7.8	-1.0	0.0
O=C(NCCC(=O)N1CCC2(CC1)NCCc1[nH]cnc12)c1ccc(F)c(F)c1	-9.4	-6.5	i	1.8	-0.6	-0.3	12.7	-2.7	5.9	-3.1
Fc1cccc(Nc2ncnc3c2cnn3-c2ccccc2)c1	5.6	-6.6	·	4.9	-7.1	-0.5	15.7	-6.0	-3.0	2.3
CCCCOC(=O)C1CN(c2ccccc2)N=C1C(=O)OCC (centres undefined)	-3.7	5.6	·	-21.1	3.3	0.2	6.3	-2.2	2.1	0.1

Compounds were not picked by outcome; about 4.6% have a hit in one of these screens.
